BoNT-A LC inh2 – BoNT/A light chain protease inhibitors, primary screen, biochemical, flow cytometry, MLPCN library; AID 588499, 2011; 360,000 tested, 0.17% active; multiplex microsphere protease substrate cleavage; inhibition, % at 10 µM; further: plate controls were buffer without enzyme for full effect and enzyme alone for no effect
Anthrax LF prot – Bacillus anthracis LF protease inhibitors, primary screen, biochemical, multiplex microsphere, MLPCN library; multiplex microsphere protease cleavage assay; inhibition, % at 10 µM; 360,000 tested, 0.12% active; Lethal factor (Bacillus anthracis), P15917; AID 588501, 2011; further: plate controls were buffer without enzyme for full effect and enzyme alone for no effect
Target sequence (P15917 whole entry, looked up): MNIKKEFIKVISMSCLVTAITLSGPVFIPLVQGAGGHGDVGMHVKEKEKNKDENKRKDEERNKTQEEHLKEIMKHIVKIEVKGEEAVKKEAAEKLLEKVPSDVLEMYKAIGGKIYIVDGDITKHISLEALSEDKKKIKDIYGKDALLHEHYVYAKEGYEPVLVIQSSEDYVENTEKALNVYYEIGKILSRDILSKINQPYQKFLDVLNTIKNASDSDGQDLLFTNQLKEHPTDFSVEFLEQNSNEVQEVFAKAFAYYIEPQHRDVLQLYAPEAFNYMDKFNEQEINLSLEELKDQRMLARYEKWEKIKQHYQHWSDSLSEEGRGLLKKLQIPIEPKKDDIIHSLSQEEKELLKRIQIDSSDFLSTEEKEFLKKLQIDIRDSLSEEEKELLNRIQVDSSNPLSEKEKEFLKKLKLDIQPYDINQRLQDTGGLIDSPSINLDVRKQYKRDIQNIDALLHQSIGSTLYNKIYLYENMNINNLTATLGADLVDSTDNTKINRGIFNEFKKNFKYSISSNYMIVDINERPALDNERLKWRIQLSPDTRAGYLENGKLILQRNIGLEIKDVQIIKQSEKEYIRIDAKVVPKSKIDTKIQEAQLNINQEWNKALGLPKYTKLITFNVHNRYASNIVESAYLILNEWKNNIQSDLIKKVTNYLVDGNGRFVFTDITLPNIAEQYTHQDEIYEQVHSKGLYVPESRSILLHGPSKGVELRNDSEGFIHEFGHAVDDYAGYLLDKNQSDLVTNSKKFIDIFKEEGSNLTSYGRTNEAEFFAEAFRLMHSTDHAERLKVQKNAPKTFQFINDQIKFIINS
PfHsp40 rescue – rescue of yeast from PfHsp40 toxicity, primary screen, S. cerevisiae, ATP luminescence; S. cerevisiae expressing PfHsp40, growth rescue; growth rescue, % at 12.5 µM; 340,000 tested, 0.68% active; AID 504582, 2011; in the data active means growth rescue above about 28%, passing the limit was not always enough; inconclusive means no clear call, values can overlap the other calls;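 further: yeast W303a lacking pdr1 and pdr3 grown in galactose medium; growth measured after three days at 30 °C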
Mtb UGM inh – M. tuberculosis UGM enzyme inhibitors, primary screen, biochemical, fluorescence polarization, single point; UDP-galactopyranose mutase (Mycobacterium tuberculosis (strain ATCC 25618 / H37Rv)), …; purified UGM, fluorescence polarization probe displacement; inhibition, % at 10 µM; 320,000 tested, 0.06% active; in the data active means inhibition above about 10%, passing the limit was not always enough; inconclusive means no clear call, values can overlap the other calls
BoNT F protease – BoNT/F light chain protease inhibitors, primary screen, biochemical, flow cytometry, MLPCN library; Botulinum neurotoxin type F light chain protease (Clostridium botulinum); Multiplex microsphere protease cleavage assay; inhibition, % at 10 µM; 360,000 tested, 0.22% active; in the data active means inhibition above about 35%, passing the limit was not always enough; inconclusive means no clear call, values can overlap the other calls; further: plate controls were buffer without enzyme for full effect and enzyme alone for no effect
FadD28 FP inh – inhibitors of FadD28 bisubstrate probe binding, primary screen, biochemical, fluorescence polarization, single point | 360,000 tested, 0.22% active | inhibition, % at 12.5 µM | AID 588549, 2011; in the data active means inhibition above about 8.5%, passing the limit was not always enough; inconclusive means no clear call, values can overlap the other calls
FBA Mtb inh – Mtb FBA enzyme inhibitors, primary screen, biochemical, fluorescence, strain H37Rv; purified M. tuberculosis FBA, fluorescence read-out; inhibition, % at 1 µM; 360,000 tested, 2.3% active; AID 588726, 2011; in the data active means inhibition above about 27%;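 further: 0% = vehicle and 100% = reference inhibitor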
Mtb BioA inh – M. tuberculosis BioA enzyme inhibitors, primary screen, biochemical, plate reader, single point, HTS | 360,000 tested, 0.096% active | purified M. tuberculosis BioA enzyme | inhibition, % at 9.99 µM; in the data active means inhibition above about 40%; inconclusive means no clear call, values can overlap the other calls
GDH-TPI inh – GDH-TPI coupling enzyme inhibitors, primary screen, artefact control for M. tuberculosis FBA inhibitor project, biochemical, absorbance, full deck; AID 588335, 2011; inhibition, % at 4.8 µM; GDH-TPI coupled enzyme counterscreen, NADH absorbance; 360,000 tested, 1.2% active; in the data active means inhibition above about 30%;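 further: 0% = DMSO wells and 100% = wells lacking the enzyme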
Starred values were filed as active, the others as inactive; u = inconclusive; x = not tested or not shown; & = joins results of further samples. Unless noted, no stated cut-off is given here; in the data, active means inhibition above about 30%; inconclusive means no clear call, values can overlap the other calls; inactive means below that.

SMILES	BoNT-A LC inh2	Anthrax LF prot	PfHsp40 rescue	Mtb UGM inh	BoNT F protease	FadD28 FP inh	FBA Mtb inh	Mtb BioA inh	GDH-TPI inh
COc1ccc(NC(=S)N(C)CC2COc3ccccc3O2)cc1 (configuration not stated)	0.4	-1	-1.2	1.4	-7	0.5	3	-0.6	1
Nc1nc(-c2ccc3c(c2)OCCO3)c(CC(=O)O)s1	-1.7	-6	2.6	2.8	-21	-2.4	2	-0.7	5
Cc1ccccc1Cn1c(=O)n(-c2ccccc2)c(=O)c2ccc(C(=O)NCc3ccco3)cc21	-0.7	3	0.1	0.8	-2	2.1	0	-1.6	2
O=C(NCc1ccccc1)C1=C[C@H](C2CC2)C[C@H](OCCCCO)O1	-0.3	-10	12	-1.5	-7	-3.6	-1	-1.2&0.2	7
O=C(Cn1[nH]c(=O)c2ccccc2c1=O)Nc1cccnc1	-0.7	-5	0.3	0.8	1	0.0	-2	x	3
O=C(CN(Cc1ccccc1)C(=O)CCC(=O)Nc1nccs1)NCc1ccco1	-0.6	-3	-0.5	1.1	-4	-0.9	3	-2.0	1
Fc1cccc(Cc2noc(CN3CCCCC3c3ccccn3)n2)c1 (configuration not stated)	-0.8	1	0.2	0.9	-4	0.3	0	x	2
Cc1nn(-c2ccccc2)c(C)c1-c1ccccc1O	x	x	0.0	-0.4	x	-0.7	-1	2.4	6
COc1ccc(C(CC(=O)O)NC(=O)C(c2ccccc2)c2ccccc2)cc1 (configuration not stated)	0.3	-3	-3.4	-1.0	24	1.3	2	0.8	1
Cc1cccc(COc2ccccc2C(=O)N(C)CC(=O)Nc2cccc(F)c2)c1	-0.2	7	0.7	1.8	-1	-3.6	3	1.5	0
CC(=O)OC(C(=O)Nc1nccs1)c1ccccc1 (configuration not stated)	0.8	4	-1.1	0.6	-12	0.3	1	0.4	10
CC1(C)CC(NC(=O)Cc2ccccc2)CC(C)(C)N1	-5.4	0	-0.4	0.1	u	-0.7	2	-1.8	5
CCOC(=O)c1ccc(NC(=S)N(CCCN2CCCCCC2)Cc2ccco2)cc1	0.4	0	8.0	-0.3	-1	-3.4	1	1.8	0
Fc1cccc(Cc2noc(CN3CCC(c4ccncc4)CC3)n2)c1	-0.4	0	-0.7	0.2	-2	3.6	2	x	5
O=C(Cc1cccs1)NCc1ccc(Cl)cc1	0.0	-5	-0.3	0.1	9	-16	1	-0.2	3
COC(=O)Cn1c(CN2CCc3ccccc3C2)nc2c1c(=O)n(C)c(=O)n2C	0.1	-6	0.0	-0.2	-13	0.6	9	0.1	11
CCn1c(CNc2ccc(OC)cc2)nnc1SCC(=O)N1CCCc2ccccc21	-0.2	-4	1.9	-2.4	-13	-2.2	6	10	-6
CCOc1cccc(C(=O)Nc2ccc3[nH]ncc3c2)c1	0.7	5	-1.7	0.0	-6	-4.2	0	-0.8	-1
O=C(CN1CCN(c2ccccc2F)CC1)c1c[nH]c2ccc(F)cc12	0.0	-5	-1.3	1.1	1	-3.1	-1	x	8
CSC1=C(C#N)C(CC(C)C)C(C(C)=O)=C(C)N1 (configuration not stated)	-0.1	-1	-0.6	0.3	-4	-2.7	-2	0.3	4
O=C1c2ccccc2C(=O)N1c1ncccn1	0.8	-2	-0.1	0.1	-5	-3.5	2	-5.0	17
CC(C)OC(=O)[C@H]1[C@H](c2ccc(Cl)cc2)[C@@](C#N)(C(N)=O)[C@@H]2C=CC(C(N)=O)=CN21	-0.4	-5	-0.9	x	-5	-0.2	0	1.9	1
O=C(/C=C/c1ccccc1)CC(O)(c1ccccc1)C(F)(F)C(F)F (configuration not stated)	-0.9	6	8.5	0.7	-5	-7.5	-3	-1.7	7
COc1ccc(C(=O)NCc2nnc(SC)n2C2CCCCC2)cc1	-0.1	2	1.0	-0.9	-1	-4.5	0	3.1	-11
COCCOC(=O)C1=C(C)N=C2SCCC(=O)N2C1c1ccc(C(=O)OC)cc1 (configuration not stated)	0.3	1	0.4	-5.1	-10	-3.0	-6	-0.5	27
O=C(Nc1ccc(Oc2ccccc2)cc1)c1ccc(Cn2c(=O)[nH]c3ccsc3c2=O)cc1	0.5	-5	-0.4	-1.0	4	-0.9	4	-1.9	15
CC(C)CNS(=O)(=O)c1ccc(CCC(=O)NCc2cccnc2)cc1	x	x	-0.1	-0.2	x	-1.4	5	0.2	6
CCOc1ccc(CN2CCNC(=O)C2CC(=O)NC2CCCCCC2)cc1 (configuration not stated)	1.9	2	-1.0	1.9	1	-2.8	-7	-1.6	-5
CCOC(=O)CSCC(=O)Nc1ccc(S(=O)(=O)N2CCCCC2)cc1	-0.1	1	0.2	-0.1	-13	-4.2	2	0.3	-6
Cc1ccccc1C(=O)Nc1ccc(N2CCCC2)cc1	1.5	-32	0.5	1.6	-60	0.0	0	-1.4	0
CC(C)(C)C(=O)COC(=O)c1ccc2c(c1)C(=O)N(Cc1ccco1)C2=O	-1.7	9	0.6	-0.3	8	1.7	1	-6.3	8
CC(=O)N(Cc1cc(=O)[nH]c2ccccc12)c1ccc(C)cc1C	-1.8	12	0.4	-0.9	16	-0.1	-1	x	2
O=C(Nc1nnc(-c2ccco2)o1)c1cccc2ccccc12	0.6	0	1.8	0.9	1	-4.4	0	x	3
CCN(C[C@H]1N[C@@](Cc2ccccc2)(C(=O)OC)[C@H]2C(=O)N(C)C(=O)[C@@H]12)S(=O)(=O)c1ccc(C(F)(F)F)cc1	0.1	-6	0.1	1.1	7	-1.4	1	-0.6	-7
CCOC(=O)c1c(C)[nH]c(C(=O)NCc2ccccn2)c1C	5.1	-2	-1.2	0.7	3	-1.4	8	0.4	12
O=C(CSc1nc(C2CC2)nc2ccccc12)Nc1ccccc1N1CCOCC1	-0.2	0	0.3	-0.8	-5	-4.4	1	x	8
CC(/C=N/NC(=O)c1cccs1)=C\c1ccccc1	-2.0	6	5.5	-0.6	-2	-2.1	-3	2.1	32*
O=C(CN(Cc1ccccc1)C(=O)CSc1nnc(COc2ccccc2)o1)NC1CCCC1	-0.1	5	-0.7	-0.6	9	-2.6	-1	-1.8	5
CCOC(=O)CC1C(=O)NCCN1S(=O)(=O)c1ccc(OC)cc1 (configuration not stated)	-0.9	-1	-1.3	-0.1	-7	-3.5	-1	x	2
CC(C)Cn1c(SCC(=O)N2CCc3ccccc3C2)nc(O)cc1=O	-1.6	-8	-0.3	3.4	-29	-2.1	1	-1.7	5
COC(=O)C(C(=O)OC)C(c1ccccc1)C(C(=O)c1ccccc1)[N+](=O)[O-] (configuration not stated)	0.7	-9	-1.3	0.9	7	0.2	3	x	12
Cc1ccnc(NC(=O)c2ccco2)n1	0.7	-5	2.1	0.3	-5	-0.5	0	-1.4	-5
COC(=O)c1cnn(-c2nc(-c3ccccc3)cs2)c1N	2.5	-3	-1.0	2.2	7	-1.1	2	-1.7	13
CCc1cccc(C)c1NC(=O)CN(C)Cc1ccccc1F	-0.6	0	3.8	-1.3	-5	-3.3	1	0.9	7
NC(=O)CC(NC(=O)Cc1cccc2ccccc12)c1ccc(NCC2CC2)c([N+](=O)[O-])c1 (configuration not stated)	-1.2	2	-0.3	0.6	-11	-3.5	0	-2.1	0
O=C(O)c1ccccc1N(c1ccccc1)c1ccccc1	x	x	x	0.6	x	0.2	4	-5.0	8
CCCN(C(=O)/C=C/c1ccc(S(=O)(=O)N(CC)CC)cc1)C1CCS(=O)(=O)C1 (configuration not stated)	-0.1	2	0.7	0.4	-5	-1.9	-1	-1.4	1
O=C(COC(=O)CCC(=O)c1ccc(F)cc1)NCc1ccccc1Cl	-0.3	-5	-0.9	-6.1	2	-5.5	-1	6.9	12
COc1cc(Cl)c(C)cc1NC(=O)COC(=O)c1ccc(CN2CCCC2=O)cc1	u	u	3.6	0.6	u	-0.1	1	1.3	0
Cc1ccc(-c2cc(C(=O)N3CCCc4ccccc43)c3ccccc3n2)cc1	0.0	-3	-1.3	-0.1	4	-2.6	5	-1.5	13
Cn1c(=O)n(C)c2cc(S(=O)(=O)NCc3ccco3)ccc21	0.1	-3	2.0	2.1	4	-3.7	3	1.3	-4
COc1ccc2nc(NC(=O)CSc3nc(C)cc(C)n3)sc2c1	-0.6	-5	1.0	3.9	-8	-2.8	-3	1.0	-1
Cn1c(SCC(=O)N/N=C/c2cccs2)nc2ccccc21	0.2	-2	-0.1	-3.2	-2	-1.7	1	0.4	7
Cc1cc(C(=O)COC(=O)c2ccc(CO)cc2)c(C)n1CC1COc2ccccc2O1 (configuration not stated)	-1.3	0	0.6	1.1	0	-0.8	2	-1.3	-3
Cn1c(SCC(=O)Nc2nccs2)nnc1-c1ccncc1	0.6	-3	0.1	-2.1	6	-2.9	1	0.8	-1
COCCn1c(Cc2ccccc2)nnc1SCC(=O)Nc1cc(C)on1	0.5	3	-0.6	-2.6	1	-0.4	1	-0.3	1
CCOC(=O)c1sc2ncn(/N=C/N(C)C)c(=O)c2c1C	0.3	-8	-1.2	4.0	-8	-1.1	4	0.3	15
COc1ccc(NC(=O)CSc2nnc3ccc(-c4ccncc4)nn23)cc1	3.3	0	0.0	0.7	-7	-1.5	0	x	5
COc1cc(/C=N/NC(=O)c2ccccc2)ccc1OS(=O)(=O)c1ccccc1	-1.1	-1	1.2	2.3	0	-17	-4	x	4
CCC(=O)OCC(=O)c1cc(C)n(-c2ccc(Br)cc2)c1C	-1.8	-6	-1.0	0.4	-9	-2.1	2	0.9	10
Continuation:
SMILES	BoNT-A LC inh2	Anthrax LF prot	PfHsp40 rescue	Mtb UGM inh	BoNT F protease	FadD28 FP inh	FBA Mtb inh	Mtb BioA inh	GDH-TPI inh
CCOC(=O)[C@@H]1[C@H]2COc3ccc(Br)cc3[C@H]2N2C(=O)N(c3cccc(F)c3)C(=O)[C@]12C	0.1	4	2.7	-2.9	3	-4.0	-3	-0.7	11
COc1ccc(C2(C)NC(=O)N(CC(=O)NC(C)c3ccc(CC(C)C)cc3)C2=O)cc1 (configuration not stated)	-2.6	-13	0.7	3.8	-16	-1.5	0	1.3	-9
COc1cc(-c2noc(C)c2C(=O)N[C@@H](CO)Cc2ccccc2)cc(OC)c1OC	-0.2	-5	-1.0	x	10	-1.8	0	0.2	-12
COc1ccc(CCN2C(=O)CC(NCCc3ccc(S(N)(=O)=O)cc3)C2=O)cc1OC (configuration not stated)	-4.0	-16	-1.0	-3.2	-11	-0.3	-5	-2.9	2
C/C(CCc1ccc2c(c1)OCO2)=N\N=C(/N)SC1CC(=O)N(c2ccc(Cl)cc2)C1=O (configuration not stated)	0.4	0	1.1	-2.5	1	-2.5	-3	1.3	5

Ordered by length of the SMILES (lowest first): some entries from above.
SMILES	BoNT-A LC inh2	Anthrax LF prot	PfHsp40 rescue	Mtb UGM inh	BoNT F protease	FadD28 FP inh	FBA Mtb inh	Mtb BioA inh	GDH-TPI inh
COc1cc(-c2noc(C)c2C(=O)N[C@@H](CO)Cc2ccccc2)cc(OC)c1OC	-0.2	-5	-1.0	x	10	-1.8	0	0.2	-12
C/C(CCc1ccc2c(c1)OCO2)=N\N=C(/N)SC1CC(=O)N(c2ccc(Cl)cc2)C1=O (configuration not stated)	0.4	0	1.1	-2.5	1	-2.5	-3	1.3	5
CCOC(=O)[C@@H]1[C@H]2COc3ccc(Br)cc3[C@H]2N2C(=O)N(c3cccc(F)c3)C(=O)[C@]12C	0.1	4	2.7	-2.9	3	-4.0	-3	-0.7	11

Compound activity deposited in PubChem by several laboratories.
